Screening results as filed in PubChem.
NOD2 RIPK2 PPI: blocks binding of human NOD2 to RIPK2; CHO BLA complementation NOD2-RIPK2, CCF4 ratio; AID 624267; O43353; actives 0.38% (n = 360,000); inhibition, % at 4.98 µM; in the data active means inhibition above about 21%;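 further: 0% = vehicle only and 100% = reference blocker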
NCOA1 inh: human NCOA1 inhibition. actives 0.12% (n = 360,000). AID 588354. HEK293 GAL4-SRC1 luciferase reporter, luminescence. Q15788. inhibition, % at 3.6 µM;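 active means inhibition above the campaign mean plus 3 SD, with each screening campaign given its own cutoff, cut at about 60% in these data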;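 further: 0% = DMSO treated cells and 100% = gossypol at 36 µM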
LMP1 NFkB inh: reduces LMP1-driven NF-kappaB luciferase signal; actives 0.69% (n = 350,000); AID 504558; LMP1-induced NF-kappaB luciferase reporter cells, luminescence; inhibition, % at 12.5 µM; in the data active means inhibition above about 41%;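 further: 0% = neutral control wells and 100% = reference inhibitor control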
NCOA2 inhibitor: inhibits human steroid receptor coactivator 2 | Q15596 | HEK293 GAL4-SRC2 luciferase reporter, luminescence | inhibition, % at 9 µM | actives 0.17% (n = 370,000) | AID 651957;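 active means inhibition above the mean inhibition of all tested compounds plus 3 SD, set per campaign, cut at about 52% in these data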;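 further: 0% = DMSO treated cells and 100% = cells given Gossypol at 36 µM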
TRAIL sens C8: sensitizes caspase-8 expressing cells to TRAIL; inhibition (viability loss, TRAIL sensitization), % at 10 µM; actives 1% (n = 360,000); NB7+C8 cells + TRAIL, ATPlite viability luminescence; AID 624354;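 active means compounds causing at least 50% loss of cell viability in the single-dose screen, relative to plate controls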
NR2F2 inh: blocks human COUP-TFII nuclear receptor; P24468; HEK293T NGFI-A luciferase reporter, luminescence; inhibition, % at 8.6 µM; actives 0.7% (n = 370,000); AID 686940;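 active means inhibition above a per-plate cutoff, mean inhibition of test wells between control levels plus 3 SD, cut at about 38% in these data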;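 further: cells cotransfected with COUP-TFII expression vector driving the NGFI-A reporter; 0% = median of COUP-TF2 test wells and 100% = reporter-only cells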
Target sequence (P24468 whole entry, looked up): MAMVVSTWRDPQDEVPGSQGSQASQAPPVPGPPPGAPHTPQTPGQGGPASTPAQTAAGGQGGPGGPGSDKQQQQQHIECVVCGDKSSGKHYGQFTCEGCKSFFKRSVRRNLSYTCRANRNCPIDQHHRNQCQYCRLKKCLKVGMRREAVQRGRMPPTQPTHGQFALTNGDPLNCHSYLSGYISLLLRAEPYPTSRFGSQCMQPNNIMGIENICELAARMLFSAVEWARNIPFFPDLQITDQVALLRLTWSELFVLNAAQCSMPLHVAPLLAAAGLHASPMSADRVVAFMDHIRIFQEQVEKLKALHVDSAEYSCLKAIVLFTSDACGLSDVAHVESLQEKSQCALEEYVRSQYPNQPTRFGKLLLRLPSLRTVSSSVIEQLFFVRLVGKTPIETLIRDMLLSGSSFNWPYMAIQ
TWEAK-Fn14 inh: TWEAK-Fn14 signaling inhibition. TWEAK-stimulated Fn14 reporter cells, luciferase luminescence, 8 h. actives 2% (n = 360,000). inhibition, % at 10 µM; in the data active means inhibition above about 50%
TLR9-MyD88 inh: inhibitors of human TLR9-MyD88 binding. CHO BLA complementation TLR9-MyD88, CCF4 FRET ratio. actives 0.21% (n = 340,000). AID 504734. Q9NR96+Q99836. inhibition, % at 4.98 µM;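 active means inhibition above the mean over all tested compounds plus 3 SD, cut at about 21% in these data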;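 further: 0% = DMSO only wells and 100% = clavulanate BLA inhibitor control wells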
SRC3 inh: inhibitors of human steroid receptor coactivator 3 (SRC3); Q9Y6Q9; HEK293 GAL4-SRC3 luciferase reporter, luminescence; inhibition, % at 3.6 µM; actives 0.17% (n = 360,000);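 active means inhibition above a per-campaign cutoff, the mean of all compounds plus 3 SD, cut at about 60% in these data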;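 further: 0% = DMSO-treated cells and 100% = gossypol-treated cells at 36 µM; higher means less SRC3-driven luciferase light from the GAL4 reporter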
TROY NFkB inh: blocks TROY-dependent signaling in reporter cells; Q293 LMP1-TROYcd NF-kB luciferase reporter, 4 h; inhibition, % at 10 µM; actives 0.98% (n = 360,000); AID 1347056;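 active means compounds whose plate-normalised and pattern-corrected inhibition of the luciferase reporter signal at the single screening dose is 50% or more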
LRH-1 inv ag: inverse agonists of human LRH-1 (NR5A2) | O00482 | HEK293T StAR-luciferase reporter, LRH-1 transfected, 24 h | inhibition, % at 3.6 µM | actives 0.13% (n = 360,000) | AID 602396;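 active means inhibition above the mean inhibition of all tested compounds plus 3 SD, cut at about 73% in these data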;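 further: 0% = DMSO wells and 100% = reporter-only cells lacking LRH-1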
Target sequence (O00482 whole entry, looked up): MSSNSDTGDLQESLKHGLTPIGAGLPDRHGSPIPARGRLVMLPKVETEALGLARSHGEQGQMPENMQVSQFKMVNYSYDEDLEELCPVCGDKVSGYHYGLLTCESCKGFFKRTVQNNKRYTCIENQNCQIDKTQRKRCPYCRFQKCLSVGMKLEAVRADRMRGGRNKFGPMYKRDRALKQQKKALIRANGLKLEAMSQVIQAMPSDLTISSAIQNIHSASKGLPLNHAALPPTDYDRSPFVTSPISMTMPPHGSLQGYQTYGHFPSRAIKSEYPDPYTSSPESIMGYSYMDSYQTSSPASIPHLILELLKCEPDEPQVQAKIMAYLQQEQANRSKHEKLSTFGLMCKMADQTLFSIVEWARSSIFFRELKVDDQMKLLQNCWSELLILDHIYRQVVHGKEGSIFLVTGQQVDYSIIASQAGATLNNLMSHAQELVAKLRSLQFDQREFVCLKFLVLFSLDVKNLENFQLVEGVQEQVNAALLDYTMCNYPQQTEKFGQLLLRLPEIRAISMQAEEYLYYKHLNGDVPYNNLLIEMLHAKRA
The depositor's hits bear a star. A portion of the library, so the mix of outcomes need not match the whole.

SMILES | NOD2 RIPK2 PPI | NCOA1 inh | LMP1 NFkB inh | NCOA2 inhibitor | TRAIL sens C8 | NR2F2 inh | TWEAK-Fn14 inh | TLR9-MyD88 inh | SRC3 inh | TROY NFkB inh | LRH-1 inv ag
O=S(=O)(/N=C(/Nc1ccccn1)c1ccccc1)c1ccccc1 | -3 | -78 | -13 | -11 | -19 | 0 | -5 | 0 | 2 | -28 | -24
CCn1nnnc1SCC(=O)Nc1cccc(C)n1 | 3 | 2 | 0 | -1 | 12 | 3 | 7 | -15 | 24 | -5 | 0
CCC(c1nnnn1Cc1ccc(OC)cc1)N(CCCO)Cc1cc2cc3c(cc2[nH]c1=O)OCO3 (stereo not drawn) | 6 | 0 | 3 | -3 | 5 | -4 | -6 | 6 | 13 | -14 | -3
Cc1ccccc1Nc1nnc(SCC(=O)Nc2ncc(C(F)(F)F)cc2Cl)s1 | -4 | 10 | -5 | 8 | 0 | 12 | 16 | -13 | 11 | 16 | 2
CS(=O)(=O)c1ccc(Cl)c(NC(=O)COC(=O)CCN=C2NS(=O)(=O)c3ccccc32)c1 | -1 | 11 | 2 | 12 | -26 | 11 | -7 | 6 | 2 | -7 | -4
CC(C)CCOc1cccc(OCC(=O)N(C)C2CCS(=O)(=O)C2)c1 (stereo not drawn) | 7 | 0 | -13 | -39 | 3 | 6 | -8 | 10 | -5 | -2 | -21
O=C(NCc1ccco1)C(c1ccc(F)cc1)N(C(=O)Cc1cccs1)c1cccnc1 (stereo not drawn) | -7 | 3 | -2 | 18 | 2 | -4 | 17 | -11 | 19 | 6 | -8
O=C(Cn1c(CC(=O)N2CCOCC2)nc2ccccc21)Nc1ccc2c(c1)OC(F)(F)O2 | -4 | -14 | -9 | 0 | -8 | 18 | -11 | 9 | 15 | -5 | 8
CCc1ccccc1NC(=O)CN(C)C(=O)Cn1ncc(Cl)c(Cl)c1=O | 16 | -5 | 71* | -16 | -6 | 30 | 93* | 6 | 20 | 11 | -26
O=C(CSCc1ccc([N+](=O)[O-])cc1)N/N=C/c1cccnc1 | -11 | 6 | 2 | -2 | -3 | -16 | 1 | -5 | 5 | -11 | 8
Cc1nc2ccc(S(=O)(=O)N(C)CC(=O)NC(C)c3ccccc3)cc2s1 (stereo not drawn) | 13 | 4 | 1 | 8 | -8 | -2 | 0 | -7 | 5 | -2 | 8
Cc1ccc(-c2nc(CS(=O)CC(=O)NCc3ccco3)c(C)o2)cc1 (stereo not drawn) | -5 | 15 | -1 | 8 | -8 | 11 | 37 | 1 | 28 | 2 | 19
Cc1cc(O)c(C(C)C)cc1NC(=O)Nc1ccc([N+](=O)[O-])cc1 | 2 | -14 | -9 | -15 | -9 | -7 | 4 | 1 | -7 | -27 | -25
Cc1ccc(S(=O)(=O)N[C@H](C(=O)NC2CCC(C)CC2)C(C)C)cc1 (stereo partly drawn) | 6 | -15 | -6 | -14 | 1 | 9 | 16 | 2 | 10 | -12 | 3
CC(C)(C)c1ccc(S(=O)(=O)Nc2noc3ccccc23)cc1 | -5 | -8 | -1 | 4 | -4 | 13 | 4 | -3 | -10 | -9 | 20
O=C(NCc1ccc2c(c1)OCO2)c1ccc(COc2cccc(Cl)c2)o1 | -3 | -10 | 4 | 1 | 7 | -23 | 10 | -17 | 7 | 19 | 2
Cc1cccc(NC(=O)c2nc[nH]c2C(=O)NCCN(CCNC(=O)c2[nH]cnc2C(=O)Nc2cccc(C)c2)CCNC(=O)c2[nH]cnc2C(=O)Nc2cccc(C)c2)c1 | 2 | 6 | -29 | -34 | 34 | 9 | 12 | -1 | -9 | 8 | -5
CC(=O)C1=C(C)NC(SCC(=O)c2cc(Cl)ccc2Cl)=C(C#N)C1c1ccco1 (stereo not drawn) | 21* | 9 | -20 | -7 | 7 | 3 | 20 | 1 | 4 | 15 | 12
CCOC(=O)N1C(=O)[C@](c2ccc(Cl)cc2)(C(C)C)N1C(=O)OCC | 7 | 0 | -1 | 22 | 15 | -11 | 34 | 4 | 5 | -3 | -20
O=C(N/N=C/c1ccccn1)c1cc(-c2cccc3ccccc23)n[nH]1 | -10 | -28 | 6 | -38 | 8 | -53 | 1 | 6 | -5 | -17 | -85
NS(=O)(=O)c1ccc(NC(=S)NCCc2ccccc2)cc1 | -2 | -3 | -14 | 4 | -5 | -20 | -13 | 12 | -11 | -6 | -35
CC(C)c1ccc(OCC(=O)Nc2c3c(nn2C(C)(C)C)CS(=O)(=O)C3)cc1 | -14 | -5 | 1 | -29 | 5 | -15 | 2 | -2 | 1 | -29 | -12
CCOc1cc(NS(=O)(=O)c2ccc(OC)cc2)c(OCC)cc1NC(C)=O | -8 | -2 | 4 | 33 | -1 | -1 | 0 | -2 | 16 | 5 | 6
CN(Cc1ccc(Cl)c(Cl)c1)C(=O)C1CSC2(C)CCC(=O)N12 (stereo not drawn) | 2 | 10 | -2 | 0 | 4 | 4 | 1 | 2 | 2 | -6 | -5
COC(=O)CNC(=O)COC(=O)c1cc(Cl)cc(Cl)c1N | 2 | -2 | -4 | 5 | 8 | -17 | -3 | 7 | 12 | 6 | 8
CC(C)Nc1nc(NC2CCCC2)nc(N2CCOCC2)n1 | -14 | -9 | 5 | -14 | 3 | 14 | -8 | -5 | -22 | 2 | 34
CC1Oc2ccccc2N(CC(=O)N2CCCC2)C1=O (stereo not drawn) | 4 | 4 | 3 | -15 | 0 | -28 | -18 | -23 | -9 | 1 | -2
Nc1cc(N)nc(SCc2nnnn2-c2ccc(Cl)cc2)n1 | 2 | 16 | 2 | 19 | -13 | 1 | -1 | 14 | 5 | 2 | 7
O=C(NCc1cccnc1)C(=O)NCC1OCCCN1S(=O)(=O)c1ccc(F)cc1 (stereo not drawn) | -8 | -1 | 2 | -37 | -10 | -2 | -3 | 2 | 0 | 14 | -7
Cc1ccccc1CN(c1ccc(C(N)=O)cc1)S(C)(=O)=O | -9 | 3 | 3 | -1 | -4 | -2 | 7 | -7 | 13 | -8 | -6

Reformatted: entries from further up
| Molecule | NOD2 RIPK2 PPI | NCOA1 inh | LMP1 NFkB inh | NCOA2 inhibitor | TRAIL sens C8 | NR2F2 inh | TWEAK-Fn14 inh | TLR9-MyD88 inh | SRC3 inh | TROY NFkB inh | LRH-1 inv ag |
| --- | --- | --- | --- | --- | --- | --- | --- | --- | --- | --- | --- |
| O=C(NCc1cccnc1)C(=O)NCC1OCCCN1S(=O)(=O)c1ccc(F)cc1 (stereo not drawn) | -8 | -1 | 2 | -37 | -10 | -2 | -3 | 2 | 0 | 14 | -7 |
| Cc1ccccc1CN(c1ccc(C(N)=O)cc1)S(C)(=O)=O | -9 | 3 | 3 | -1 | -4 | -2 | 7 | -7 | 13 | -8 | -6 |

Other records follow:
SMILES | NOD2 RIPK2 PPI | NCOA1 inh | LMP1 NFkB inh | NCOA2 inhibitor | TRAIL sens C8 | NR2F2 inh | TWEAK-Fn14 inh | TLR9-MyD88 inh | SRC3 inh | TROY NFkB inh | LRH-1 inv ag
CSC(SC)=C(C(C)=O)C(=O)c1ccc(C)cc1 | -10 | -2 | -8 | -50 | 15 | -5 | 28 | 4 | 7 | -5 | -23
NS(=O)(=O)c1ccc(CCNC(=O)C2CCCN(S(=O)(=O)c3cccnc3)C2)cc1 (stereo not drawn) | -11 | -22 | -4 | -4 | -2 | -17 | 19 | -2 | 16 | -3 | -10
O=S1(=O)C=CC(c2ccccc2)C1 (stereo not drawn) | -8 | 6 | -10 | -7 | -14 | 5 | -10 | 9 | 18 | -2 | -10
CC(C)(O)C#Cc1ccc(CN2CCN(C3CCCCC3)C(CCO)C2)s1 (stereo not drawn) | -1 | -17 | -1 | -24 | 1 | -11 | -1 | -6 | 16 | 16 | -16
CCN1C(=O)N[C@@H](c2ccccc2)[C@@H](C(=O)OC)[C@H]1C | 5 | 4 | -2 | 12 | 11 | 8 | -11 | 0 | -9 | -3 | 9
O=C(c1cccs1)N1CCN=C1SCc1cccc(F)c1 | 13 | 7 | -2 | 4 | -16 | -11 | -3 | -32 | 9 | -2 | 11
O=C(CSCSCC(=O)NCC1CCCO1)NCC1CCCO1 (stereo not drawn) | -1 | -1 | -7 | -15 | -4 | 11 | -7 | -3 | 6 | 13 | 1
Cc1ccc2c(c1)C(=O)C(=O)N2c1ccc(C(F)(F)F)cc1 | -9 | 11 | 0 | -2 | -1 | 5 | -18 | -9 | -2 | -5 | -17
O=C1c2oc3ccc(Cl)cc3c(=O)c2C(c2ccco2)N1CCN1CCOCC1 (stereo not drawn) | -9 | 8 | -4 | 11 | 18 | -5 | -9 | 9 | 7 | 1 | 1
O=C(COC(=O)CCc1nc2ccccc2c(=O)[nH]1)NC1CCS(=O)(=O)C1 (stereo not drawn) | 3 | 1 | -4 | -26 | -12 | 10 | -1 | -11 | -6 | 0 | -9
Brc1cc2c(cc1-c1nc3ccccc3s1)OCO2 | -8 | -11 | -7 | -7 | -3 | -6 | 1 | -1 | -33 | -54 | -25
O=C(NC1CC1)C1CCN(C2CCN(C(=O)Cc3ccc(F)cc3)CC2)CC1 | 9 | -21 | -1 | -7 | 7 | 2 | 1 | 7 | 8 | 12 | 0
COc1cc(SC)ccc1C(=O)OCC(=O)N1CCCC1 | -15 | -30 | -10 | -25 | 2 | -15 | 10 | -3 | -46 | -41 | -29

Among those listed so far, five contain a furan ring, fused or not:
SMILES | NOD2 RIPK2 PPI | NCOA1 inh | LMP1 NFkB inh | NCOA2 inhibitor | TRAIL sens C8 | NR2F2 inh | TWEAK-Fn14 inh | TLR9-MyD88 inh | SRC3 inh | TROY NFkB inh | LRH-1 inv ag
O=C(NCc1ccco1)C(c1ccc(F)cc1)N(C(=O)Cc1cccs1)c1cccnc1 (stereo not drawn) | -7 | 3 | -2 | 18 | 2 | -4 | 17 | -11 | 19 | 6 | -8
Cc1ccc(-c2nc(CS(=O)CC(=O)NCc3ccco3)c(C)o2)cc1 (stereo not drawn) | -5 | 15 | -1 | 8 | -8 | 11 | 37 | 1 | 28 | 2 | 19
O=C(NCc1ccc2c(c1)OCO2)c1ccc(COc2cccc(Cl)c2)o1 | -3 | -10 | 4 | 1 | 7 | -23 | 10 | -17 | 7 | 19 | 2
CC(=O)C1=C(C)NC(SCC(=O)c2cc(Cl)ccc2Cl)=C(C#N)C1c1ccco1 (stereo not drawn) | 21* | 9 | -20 | -7 | 7 | 3 | 20 | 1 | 4 | 15 | 12
O=C1c2oc3ccc(Cl)cc3c(=O)c2C(c2ccco2)N1CCN1CCOCC1 (stereo not drawn) | -9 | 8 | -4 | 11 | 18 | -5 | -9 | 9 | 7 | 1 | 1
